Bioassay records as filed in PubChem BioAssay.
MsrA inh: bovine MsrA enzyme inhibitors, primary screen, biochemical, absorbance, HTS; purified bovine MsrA, absorbance read-out; inhibition, % at 15.5 µM; 360,000 tested, 0.75% active; AID 651718, 2012; in the data active = inhibition above about 4.5%;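 also: 0% = vehicle wells with enzyme and 100% = reference inhibitor wells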
MsrA act: bovine MsrA enzyme activators, primary screen, biochemical, absorbance, HTS; activation, % at 10.6 µM; purified bovine MsrA, absorbance read-out; 360,000 tested, 0.3% active; in the data active = activation above about 7.5%;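 also: 0% = vehicle and 100% = reference activator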
MT1-MMP act inh: blockers of MT1-MMP proenzyme processing, primary screen, HT1080 RFP-PRO-GFP cells, GFP/RFP fluorescence. GFP/RFP ratio change, % at 20 µM. GFP/RFP ratio fluorescence, overnight; percent of plate control window, DMSO zero. 360,000 tested, 0.061% active;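 active = GFP/RFP ratio change of at least 30% with cell ATP level not reduced by more than half and red fluorescence within 50% of control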; also: strong numbers were not always called active
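Assay system – RFP-PRO-GFP reporter HT1080 cells · Compound dosing – single dose of 20 µM compound, 1% DMSO final · Incubation – overnight compound exposure at 37 °C · Measure – GFP/RFP fluorescence ratio · Benchmarks – DMSO wells and RFP-L50D-GFP cells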
E coli Lon inh: inhibitors of E. coli Lon protease, primary screen, biochemical, fluorescence polarization. purified E. coli Lon protease. 360,000 tested, 0.42% active. inhibition, % at 7.94 µM. AID 602123, 2011; in the data active = inhibition above about 13%, passing the limit was not always enough;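 also: 0% = enzyme with probe and DMSO and 100% = no enzyme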
CendR NRP1 mod: modulators of CendR peptide binding to NRP-1, primary screen, biochemical, fluorescence polarization, uHTS; inhibition, % at 25 µM; FAM-RPARPAR peptide binding to NRP-1; 360,000 tested, 0.85% active; Neuropilin-1 (Homo sapiens), O14786; AID 602438, 2012;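 active = inhibition or corrected inhibition above about 18%, plus a signal ratio from 0.5 to 1.5, limit read from the data, passing the limit was not always enough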; also: strong numbers were not always called active
SKN-1 inh: suppressors of acrylamide-induced Pgst-4::GFP reporter in worms, primary screen, SKN-1 inhibitor project, whole organism, uHTS, GFP/RFP fluorescence ratio, strain VP596 | C. elegans VP596 Pgst-4::GFP/RFP ratio, 24 h | inhibition, % at 21.8 µM | 360,000 tested, 0.49% active | AID 624304, 2012;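 active = interference check ratio from 0.5 to 1.5 plus GFP to RFP signal ratio inhibition reaching or exceeding a fixed threshold, cut at about 30% in these data, passing the limit was not always enough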; also: some compounds called inactive have numbers as strong as hits
FAS-TE inh: FAS thioesterase domain inhibitors, primary screen, biochemical, fluorescence intensity, uHTS; Fatty acid synthase (Homo sapiens), P49327; recombinant FAS-TE, OMFH fluorogenic substrate, fluorescence endpoint; inhibition, % at 15 µM; 360,000 tested, 0.67% active;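 active = compounds whose normalised, plate-corrected inhibition of enzyme fluorescence in the single-dose primary screen is 50% or more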;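 also: 0% = DMSO with enzyme and 100% = substrate without enzyme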
Rin1 Abl inh: inhibitors of Rin1-Abl protein binding, primary screen, biochemical, TR-FRET | inhibition, % at 7.35 µM | Tyrosine-protein kinase ABL1 (Homo sapiens) + Ras and Rab interactor 1 (Homo sapiens), … | 360,000 tested, 0.4% active | AID 588664, 2011; in the data active = inhibition above about 5%, passing the limit was not always enough
Neddylation inh: inhibitors of cullin neddylation, primary screen, biochemical, TR-FRET, uHTS, NAE and Ubc12; NEDD8-conjugating enzyme Ubc12 (Homo sapiens) + NEDD8-activating enzyme E1 regulatory …; calls only at 25 µM; 360,000 tested, 0.58% active; in the data active = inhibition above about 36%
* marks the source's active call; other numbers are inactive results; i = inactive; · = not tested or not shown.

nr	molecule	MsrA inh	MsrA act	MT1-MMP act inh	E coli Lon inh	CendR NRP1 mod	SKN-1 inh	FAS-TE inh	Rin1 Abl inh	Neddylation inh
1	Cc1ccc(S(=O)(=O)c2c(C)nn(-c3ccccc3)c2OC(=O)c2ccc(Br)o2)cc1	0.8	-9	4	-1	4	-2	-12	1	i
2	COC(=O)c1ccccc1OCCOCCOc1cccc2cccnc12	-1.0	-2	3	6	-4	-2	-11	-3	i
3	O=C(Nc1ccccc1Cl)c1cc(C2CCCN(C(=O)OCCF)C2)on1 (centres undefined)	-0.7	-2	0	-6	2	37*	4	1	i
4	COC(=O)CCC(NS(=O)(=O)OCC(Cl)(Cl)Cl)c1ccccc1 (centres undefined)	-0.6	1	1	4	7	1	1	1	i
5	CCCc1[nH]nc2c1C(c1ccc(O)c(OC)c1)C(C#N)=C(N)O2 (centres undefined)	1.4	-2	8	-6	-3	6	-6	-2	i
6	CCn1c2ccccc2c2nnc(SCC(=O)Nc3c(C)n(C)n(-c4ccccc4)c3=O)nc21	3.0	-2	3	5	-2	28	3	-3	i
7	COc1ccccc1NC(=S)NCc1ccco1	-0.2	-4	-2	4	-8	-21	-7	-1	i
8	CCCCNC(=O)c1sc(=S)n2c1[nH]c(=O)c1ccccc12	0.0	-3	-3	-4	-16	4	34	-2	i
9	COc1ccc2[nH]c3c(c2c1)CCN1C(=O)C(CC(=O)NCC24CC5CC(CC(C5)C2)C4)C[C@H](C(=O)N(C(C)C)C(C)C)[C@@]31C (some centres undefined)	-0.2	-6	3	-7	-4	2	2	1	i
10	CCOc1ccc(N(CC)S(=O)(=O)c2ccc3c(c2)oc(=O)n3C)cc1	-0.7	-11	5	4	2	-21	16	-6	i
11	O=C(Cn1cnc2ccccc2c1=O)NNC(=O)c1ccccc1	-1.2	-5	3	-2	16	0	-8	-2	i
12	COCC(C)n1c(SCC(=O)N2CCc3ccccc3C2)nc2ccccc2c1=O (centres undefined)	2.4	-5	-6	2	5	-1	7	-3	i
13	CC(C)[C@H](NS(=O)(=O)c1ccccc1)C(=O)OCC(=O)N1N=C(c2ccc(Cl)cc2)CC1c1ccco1 (some centres undefined)	0.7	-9	-2	-30	-25	16	12	0	i
14	COc1cccc(-c2nc(CS(=O)(=O)CC(=O)NCCCN3CC(C)CC(C)C3)c(C)o2)c1 (centres undefined)	1.2	-6	-1	10	-4	-5	-5	6	i
15	CCC(C)NC(=O)C1CCC(CNS(=O)(=O)c2ccccc2)CC1 (centres undefined)	1.0	-8	-2	-12	-6	-9	-5	1	i
16	Cc1ccc(CNC(=O)c2ccc(CNc3c(N4CCCC4)c(=O)c3=O)cc2)cc1	-0.4	0	-1	0	-4	-9	-3	-1	i
17	COc1cc(C(=O)COC(=O)Cc2cnc3sccn23)cc(OC)c1OC	0.1	0	2	-15	-9	6	-6	-1	i
18	Cc1nn(-c2nc(-c3ccco3)cc(C(F)(F)F)n2)c(C)c1Br	-0.7	-2	3	-6	4	-9	-5	4	i
19	C=CCC1NCCc2c(Br)cccc21 (centres undefined)	0.6	-2	-1	2	6	1	-8	5	i
20	CCN(C(=O)COc1cc(=O)n(CC)c2ccccc12)c1cccc(Cl)c1	-1.6	-2	6	8	-22	1	6	-1	i
21	COCCn1nnnc1C(c1ccc(O)c(OC)c1)N1CCc2ccccc2C1 (centres undefined)	-1.6	-6	1	5	-1	3	-12	-4	i
22	CC1(c2nnc(-c3ccccc3)o2)CC(c2ccncc2)=NO1 (centres undefined)	-2.3	1	2	0	15	-3	-14	1	i
23	COCCC(=O)N1CCC(Oc2ccc(C(=O)NCCC3=CCCCC3)cc2)CC1	-0.1	-1	3	-6	5	-1	-4	4	i
24	O=C(CNC(=O)c1ccc([N+](=O)[O-])cc1)c1ccccc1	·	-7	0	4	9	-2	5	2	i
25	COc1ccc(CNC[C@H]2O[C@@H](n3ccc(=O)[nH]c3=O)[C@H](O)[C@@H]2O)cc1	-0.3	-3	4	-7	-2	13	-5	-1	i
26	CC(C)OCCCNC(=O)CN1C(=O)CSc2ccc(S(=O)(=O)N3CCOCC3)cc21	-1.1	0	-2	-2	-7	0	-7	2	i
27	Cc1ccc(-n2ncc3c(=O)n(CC(N)=O)cnc32)cc1	-0.8	-1	4	-8	10	-5	-4	3	i
28	Fc1ccc(-[n+]2nc(Nc3ccccc3)sc2-c2c(Cl)cccc2Cl)cc1	0.5	-2	0	0	-2	20	-136	-1	i
29	Cc1ccc2cc(C#N)c(SCC(=O)NCc3ccco3)nc2c1	0.9	-1	-3	-12	-34	6	-1	-7	i
30	O=C1Nc2ccccc2SC1=Cc1ccccc1	0.5	-9	-6	17	-6	10	1	1	i
31	COC(=O)C1CCN(C(=O)CSc2nnc(-c3ccccc3)o2)CC1	-0.9	-2	6	-7	3	-3	-1	6	i
32	Cc1c(C(=O)NCC2COc3ccccc3O2)oc2ccc(S(=O)(=O)N3CCOCC3)cc12 (centres undefined)	0.8	-5	-5	-3	0	7	28	2	i
33	O=C(CN1CCN(Cc2ccccc2Cl)CC1)N/N=C/c1cccs1	1.9	-3	1	5	-8	-1	-4	2	i
34	C[C@@H]1CCCCO[C@@H](CN(C)C(=O)CCCN(C)C)[C@@H](C)CN([C@H](C)CO)C(=O)c2cc(NC(=O)CCC(F)(F)F)ccc2O1	-0.4	-1	1	-1	-1	-10	-6	-3	i
35	Cc1cccc(Cn2nc(C)cc2NC(=O)CCCn2ccc([N+](=O)[O-])n2)c1	1.0	-5	1	-12	4	-12	2	4	i
36	CCCCNC(=O)c1ccc2c(c1)C(=O)N(Cc1ccncc1)C2=O	1.5	-1	0	6	9	3	-6	4	i
37	CCn1ccnc1CNCc1cn(-c2cc(C)ccc2C)nc1-c1ccccc1	3.3	-3	-1	3	-1	-8	1	-2	i
38	CN(C)S(=O)(=O)c1ccc(Cl)c(NC(=O)COC(=O)/C=C/c2ccc(S(=O)(=O)N3CCOCC3)cc2)c1	1.2	-3	2	-11	-8	8	14	1	i
39	Cc1cc(C)n(-c2ccc(Oc3ccccc3)c(S(=O)(=O)O)c2)n1	1.8	-2	-3	-5	2	6	-4	3	i
40	Cc1c(Cl)cccc1NC(=O)Nc1c(C)n(C)n(-c2ccccc2)c1=O	0.6	-4	0	0	2	3	-2	0	i
41	CC(=O)NCCC(=O)Nc1nc2ccc(Oc3ccccc3)cc2s1	0.4	3	3	-6	-7	5	-18	3	i
42	O=C(NC1CCCCC1)C(CCc1ccccc1)N1CCOCC1 (centres undefined)	-0.4	-2	2	-5	9	-15	-5	-1	i
43	COc1ccc(NC(=O)COC(=O)Cc2c(F)cccc2Cl)cc1	0.3	-4	-4	15	-4	2	-6	-3	i
44	Cc1ccc(S(=O)(=O)N(C)CC(=O)NCC(c2ccc(F)cc2)N2CCOCC2)cc1 (centres undefined)	-0.4	-2	0	3	1	-1	-10	1	i
45	C=CCN1C(=O)C(Cc2ccc(F)cc2)S/C1=N/N=C/c1cccs1 (centres undefined)	1.1	-1	-2	-7	-2	-2	21	-1	i
46	CCN(CCN(C)C)C(=O)c1ccc2nc(C)c(N(C)C(=O)CCc3ccccc3)n2c1	0.1	-1	-6	3	3	-6	-7	-3	i
47	CCCCn1c(N)c(N(CC)C(=O)c2cc(OC)cc(OC)c2)c(=O)[nH]c1=O	-0.4	-1	-2	-10	-5	-24	-4	-1	i
48	COc1ccc(OC)c(S(=O)(=O)Nc2ccccc2F)c1	1.4	-1	-5	-2	-4	9	-5	1	i
49	c1csc(-c2nnc(Cc3cccc4ccccc34)o2)c1	-0.1	-1	-1	6	5	-3	12	-6	i
50	O=C(CN1CCCCC1)Nc1nc(-c2ccc(Cl)cc2)cs1	0.6	0	5	4	-12	13	24	0	i

Some of these compounds in order of their number in Rin1 Abl inh, ascending.
cpd | compound | MsrA inh | MsrA act | MT1-MMP act inh | E coli Lon inh | CendR NRP1 mod | SKN-1 inh | Rin1 Abl inh | Neddylation inh
43 | COc1ccc(NC(=O)COC(=O)Cc2c(F)cccc2Cl)cc1 | 0.3 | -4 | -4 | 15 | -4 | 2 | -3 | i
32 | Cc1c(C(=O)NCC2COc3ccccc3O2)oc2ccc(S(=O)(=O)N3CCOCC3)cc12 (centres undefined) | 0.8 | -5 | -5 | -3 | 0 | 7 | 2 | i
39 | Cc1cc(C)n(-c2ccc(Oc3ccccc3)c(S(=O)(=O)O)c2)n1 | 1.8 | -2 | -3 | -5 | 2 | 6 | 3 | i

Reprinted at random: four records from the list
nr	molecule	MsrA inh	MsrA act	MT1-MMP act inh	E coli Lon inh	CendR NRP1 mod	SKN-1 inh	FAS-TE inh	Rin1 Abl inh	Neddylation inh
35	Cc1cccc(Cn2nc(C)cc2NC(=O)CCCn2ccc([N+](=O)[O-])n2)c1	1.0	-5	1	-12	4	-12	2	4	i
31	COC(=O)C1CCN(C(=O)CSc2nnc(-c3ccccc3)o2)CC1	-0.9	-2	6	-7	3	-3	-1	6	i
33	O=C(CN1CCN(Cc2ccccc2Cl)CC1)N/N=C/c1cccs1	1.9	-3	1	5	-8	-1	-4	2	i
47	CCCCn1c(N)c(N(CC)C(=O)c2cc(OC)cc(OC)c2)c(=O)[nH]c1=O	-0.4	-1	-2	-10	-5	-24	-4	-1	i

The results go on.
Under each structure: MsrA inh | MsrA act | MT1-MMP act inh | E coli Lon inh | CendR NRP1 mod | SKN-1 inh | FAS-TE inh | Rin1 Abl inh | Neddylation inh
51) O=C(N1CCOCC1)N1CCC(NC(=O)C23CC4CC(CC(C4)C2)C3)CC1
    0.7 | -1 | 1 | -11 | -7 | -1 | -6 | 1 | i
52) Cc1nc2ccc(S(=O)(=O)NC(C(=O)NCc3ccc4c(c3)OCO4)C(C)C)cc2s1 (centres undefined)
    0.0 | -2 | -3 | -12 | 6 | 10 | -1 | 0 | i
53) Clc1ccc2[nH]cc(-c3nnnn3-c3ccccc3)c2c1
    0.3 | -1 | 3 | 9 | 6 | 7 | 4 | 3 | i
54) O=C(NCCc1ccc(F)cc1)c1ccc(NS(=O)(=O)c2ccc3[nH]c(=O)[nH]c3c2)cc1
    -1.3 | -3 | 1 | 0 | -3 | 2 | 5 | -2 | i
55) O=c1ccn([C@@H]2O[C@H](CNCC3=Cc4cc(O)ccc4OC3)[C@@H](O)[C@H]2O)c(=O)[nH]1
    1.2 | -2 | 4 | -7 | -7 | -1 | -10 | -2 | i
56) CC(C)(C)c1ccc(C(=O)N2CCN(CCNC(=O)C(=O)NCc3ccccc3)CC2)cc1
    0.8 | -3 | 1 | -15 | 5 | -3 | 2 | -2 | i
57) CCOc1ccccc1-n1nnnc1SCC(=O)NC(=O)Cc1ccccc1
    1.2 | -5 | -2 | 1 | 6 | 3 | -5 | 0 | i
58) Cc1ccc(-c2cccc(NC(=O)C3C(C(=O)O)[C@@H]4C=C[C@H]3C4)c2)o1 (some centres undefined)
    0.0 | -2 | -4 | -13 | -2 | 16 | -4 | 4 | i
59) O=c1cc(CSc2ccccc2)nc(-c2ccncc2)[nH]1
    1.4 | -13 | 1 | 2 | 4 | -5 | -2 | 8 | i

Screen by screen, quoted from above:
Entries 46–52 in MsrA inh, in turn: 0.1, -0.4, 1.4, -0.1, 0.6, 0.7, 0.0
